# ELG1 DNA repair: ELG1-dependent DNA repair inhibition | AID 504467 | Potency, µM (highest dose often 46.1 µM), for inactives: at the top dose activity change, negative = inhibition, hits mostly inhibitors | HEK293T ELG1-luciferase reporter, luminescence, 16 h; DNA damage induced by 5-fluorouridine | 330,000 compounds, 2.3% hits; note: potency is the fitted concentration of half-maximal effect; % is set by controls: 0 for no effect and ±100 for the full control effect; nearly all actives have a fitted effect of over 55% in size
#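 DMSO vehicle served as the neutral condition. Each well held 2,000 cells given 5-fluorouridine plus compound; after 16 hr at 37 °C/5% CO2, ONE-Glo was added and luciferase measured 30 min later.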
# USP2a block: inhibitors of human ubiquitin-specific protease USP2a | Potency, µM (doses to about 38.3 µM), inactives show at the top dose activity change, negative = inhibition, actives largely listed as inhibitors | 330,000 compounds, 0.01% hits | O75604 | AID 463254 | USP2 core, Ub-CHOP2 coupled fluorogenic reporter, 485/531;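 note: potency is the fitted concentration of half-maximal effect; plate controls were DMSO wells for no effect and full inhibition by NEM control for full effect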
#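 USP2 core (10nM final) preincubated 30min RT with compound in 20mM Tris-HCl pH 8.0, 2mM CaCl2, 2mM beta-mercaptoethanol, 0.05% CHAPS; 25nM Ub-CHOP2 plus 25nM reporter substrate added, fluorescence (Ex485/Em531) read after 60min.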
# uPA generation: blocks generation of uPA at the cell surface | cell surface uPA generation assay, qHTS | Potency, µM (series often up to 38.3 µM), inactives show top-dose activity change, negative = inhibition, actives largely listed as inhibitors | 330,000 compounds, 0.31% hits; active = well fitted inhibition curve with a large enough effect; inconclusive = small, poorly fitted or top-dose-only effect; inactive = no such curve, though single readings can be large or run the other way; tested in mouse RAW 264.7 cells; note: potency is the fitted concentration of half-maximal effect; % is set by controls: 0 for no effect and ±100 for the full control effect; nearly all actives have a fitted effect of over 55% in size
# TSHR antag: blocks TSH signaling through the human TSH receptor. P16473. TSHR-expressing cells, TSH-stimulated cAMP HTRF, 2 h; active compounds read low. activity change, negative = inhibition, % at 11.5 µM. 330,000 compounds, 0.2% hits. AID 504810;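 active = activity change below a set negative limit, meaning inhibition stronger than a set level, cut at about -70% in these data; inconclusive = activity change between two set negative limits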; note: % is set by controls: 0 for no effect and ±100 for the full control effect
#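 Antagonism was scored as loss of TSH-driven cAMP in TSHR cells, stimulated with 4nM TSH (EC80) for 2 hours at 37 deg C and detected by homogeneous HTRF competition immunoassay.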
# Chronic BCR inh: inhibitors of chronic active B-cell receptor signaling; ABC-DLBCL IkBa-CBG/CBR reporter, luminescence ratio, 4 h; Potency, µM (series often up to 46.1 µM), without a hit: at the top dose ratio change, negative = lower green/red ratio, actives largely listed as inhibitors; 340,000 compounds, 0.05% hits; AID 493014; active = well fitted inhibition curve with a large enough effect in the signal ratio, with a control signal flat, not every such curve was filed as active; inconclusive = small, poorly fitted or top-dose-only effect, or effect the other way, or a change in a side signal; the % refers to the signal ratio;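 note: potency is the fitted concentration of half-maximal effect; plate controls were basal doxycycline-induced cells for no effect and cells given 10 µM MG132 for full effect; MG132 reads +100%, hits lower the ratio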
#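 TMD8 human ABC-DLBCL cells with doxycycline-inducible IκBα–green luciferase fusion and unfused red luciferase, in 0.5% FBS medium; compounds up to 46 uM, 4 h at 37C. Green/red luminescence ratio, filter-overlap corrected, fitted to concentration-response curves.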
# Mito fusion act: mitochondrial division inhibition or fusion activation | Potency, µM (titrated, usually from 46.1 µM), inactives show at the highest dose growth rescue (activation), most hits filed as activators | AID 485298 | 320,000 compounds, 0.23% hits | S. cerevisiae fusion-defective mutant growth rescue, CellTiterGlo 48 h;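 note: potency is the fitted concentration of half-maximal effect; % of control where 0% means no effect; nearly all actives have a fitted effect of over 45% in size; temperature-sensitive fusion mutants such as fzo1-1 at 37 °C on non-fermentable ethanol glycerol medium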
#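 Growth-rescue viability read-out: after 48 h at the non-permissive 37C in glycerol/ethanol YPEG, yeast mitochondrial fusion mutants are measured by CellTiterGlo luminescence; compounds (23 nl pinned per well) restoring growth score as division inhibitors or fusion activators.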
# PTAP TSG101 blk: blocks PTAP/TSG101 interaction to inhibit HIV-1 budding; Q99816; Fluorescence polarization, FITC-PTAP peptide / Tsg101 binding; Potency, µM (titrated, usually from 115 µM), inactives show top-dose activity change, negative = inhibition, usual class: inhibitors; 340,000 tested, under 10 active; active = well fitted inhibition curve with a large enough effect in the main read-out, with a control signal flat, not every such curve was filed as active; inconclusive = small, poorly fitted or top-dose-only effect, or effect the other way, or a change in a side signal; inactive = no such curve, though single readings can be large or run the other way; note: potency is the fitted concentration of half-maximal effect; % of control where 0% means no effect
#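 Tsg101 binding domain (10 uM final) was mixed with compound and a FITC-labeled PTAP peptide (50 nM final) in HEPES pH 7.5 buffer with NaCl, Tween 20, EDTA and TCEP; fluorescence polarization was read after 20 min at r.t.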
# Tb PFK block: T. brucei PFK enzyme inhibition; T. brucei PFK, ADP-Glo luminescence; O15648; 330,000 compounds, 0.17% hits; Potency, µM (highest dose often 57.5 µM), for inactives: at the highest dose activity, negative = inhibition, hits mostly inhibitors;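 note: potency is the fitted concentration of half-maximal effect; 0% = uninhibited 1x PFK enzyme wells and -100% = no-enzyme wells; nearly all actives have a fitted effect of over 60% in size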
#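 In TEA buffer at pH 8.0 with 5 mM MgCl2, enzyme (1.25 nM) converted F6P (0.5 mM) and ATP (0.1 mM) for 45 min at room temperature. ADP product was read by luciferase luminescence.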
# TCR act: T cell receptor activation. Potency, µM (titrated, usually from 9.22 µM), for the others: at the highest dose activation of IL-2 secretion, actives largely listed as activators. primary human leukocytes, anti-CD3, IL-2 HTRF, 48 h. 330,000 tested, under 10 active. AID 504894; note: % of control where 0% means no effect
#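 1) Mix primary human leukocytes, a-CD3 beads and compound. 2) Incubate 48 hr. 3) Add HTRF IL-2 reagents (a-IL-2-K, a-IL-2-d2).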
# B2AR arrestin: recruits beta-arrestin to the human beta2-adrenergic receptor | P07550 | beta-arrestin recruitment to beta2AR, cell-based reporter | Potency, µM (titrated, usually from 46.1 µM), for the others: top-dose activation, usual class: activators | 330,000 compounds, 0.02% hits;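 note: potency is the fitted concentration of half-maximal effect; 0% = DMSO controls and full agonism = EC100 isoproterenol or metaproterenol; nearly all actives have a fitted effect of over 65% in size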
# Target sequence (P07550 whole entry, looked up): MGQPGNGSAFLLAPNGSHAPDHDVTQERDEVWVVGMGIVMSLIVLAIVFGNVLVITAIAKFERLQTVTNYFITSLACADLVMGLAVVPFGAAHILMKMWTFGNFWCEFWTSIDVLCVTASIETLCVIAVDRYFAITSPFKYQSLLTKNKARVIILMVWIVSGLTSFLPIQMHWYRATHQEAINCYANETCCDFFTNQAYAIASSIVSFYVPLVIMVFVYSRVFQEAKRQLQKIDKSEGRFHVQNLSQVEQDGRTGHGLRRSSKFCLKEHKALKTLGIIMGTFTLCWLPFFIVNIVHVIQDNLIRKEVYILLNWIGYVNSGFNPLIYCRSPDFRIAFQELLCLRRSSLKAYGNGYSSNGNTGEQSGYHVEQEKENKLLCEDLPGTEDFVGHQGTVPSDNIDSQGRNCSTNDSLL
# Eya2 phos inh: inhibitors of human Eya2 phosphatase activity | O00167 | recombinant Eya2, OMFP fluorescence dephosphorylation (OMFP is methylfluorescein phosphate) | Potency, µM (top dose mostly 76.9 µM), inactives show at the highest dose activity, negative = inhibition, usual class: inhibitors | 330,000 compounds, 0.006% hits; note: potency is the fitted concentration of half-maximal effect; % is set by controls: 0 for no effect and ±100 for the full control effect
# Target sequence (O00167 whole entry, looked up): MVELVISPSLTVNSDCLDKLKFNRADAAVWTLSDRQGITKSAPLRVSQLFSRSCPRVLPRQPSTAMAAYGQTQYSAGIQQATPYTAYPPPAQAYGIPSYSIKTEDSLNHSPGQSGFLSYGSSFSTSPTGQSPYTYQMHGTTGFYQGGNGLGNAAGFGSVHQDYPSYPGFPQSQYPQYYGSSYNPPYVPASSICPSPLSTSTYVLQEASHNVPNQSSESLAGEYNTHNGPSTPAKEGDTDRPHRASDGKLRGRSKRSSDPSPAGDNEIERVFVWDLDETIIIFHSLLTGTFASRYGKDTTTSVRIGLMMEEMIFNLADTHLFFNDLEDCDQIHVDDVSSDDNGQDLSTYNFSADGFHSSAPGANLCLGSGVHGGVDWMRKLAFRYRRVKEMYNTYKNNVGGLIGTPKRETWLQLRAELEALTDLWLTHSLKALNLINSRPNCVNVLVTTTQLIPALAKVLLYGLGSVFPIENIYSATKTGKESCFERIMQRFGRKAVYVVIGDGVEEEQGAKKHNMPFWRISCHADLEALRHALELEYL
#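 Eya2 (0.2 uM) preincubated 10 min at ambient with compound, then OMFP substrate added at 50 uM; 10 min reaction in 50 mM HEPES pH 7.5, 50 mM NaCl, 5 uM MgCl2, 0.05% BSA, 1 mM DTT. Fluorescence read at Ex 485/Em 525 nm.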
# Active calls of the source: *; u = inconclusive; x = not tested or not shown; [ ] = another dose, or the depositor's remark. Unless noted, calls come from the whole dose curve; as a rule, active = well fitted curve in the direction sought with a large enough effect; inconclusive = small, poorly fitted or top-dose-only effect, or another doubt; inactive = no such curve, though single readings can be large; an effect the other way counts as inactive or inconclusive.
SMILES,ELG1 DNA repair,USP2a block,uPA generation,TSHR antag,Chronic BCR inh,Mito fusion act,PTAP TSG101 blk,Tb PFK block,TCR act,B2AR arrestin,Eya2 phos inh
CCOc1ccc(N(CC(=O)N2CCCCC2)S(=O)(=O)c2ccc(Cl)cc2)cc1,-2%,-1%,0%,0,1%,2%,0%,1%,11%,-1.2%,-2%
NC(=O)c1ccsc1NC(=O)c1ccc2c(c1)CCCC2,u,2%,u,-13,-13%,u,0%,28%,0%,-0.3%,-1%
CCN(CC)C(=O)C1CCCN(C(=S)Nc2cccc3ccccc23)C1 (stereo unspecified),-10%,0%,-1%,3,u,-7%,-2%,-1%,-5%[46.1 µM],-0.6%,-5%
Cc1ccnc2nc(C(=O)OCC(=O)Nc3ccc4c(c3)OC(F)(F)O4)nn12,9%,1%,1%,4,-1%,1%,-17%,-5%,4%,-0.4%,3%
C=CCn1c(N)cc(=O)nc1SCC(=O)Nc1ccc(C(=O)OCC)cc1,0%,3%,-2%,-9,-20%,-4%,-8%,0%,0%,0.0%,9%
COc1ccc(S(=O)(=O)N/N=C(/C)c2cccc(NC(=O)c3ccccc3Cl)c2)cc1,-14%,1%,-12%,17,u,2%,-7%,10%,-4%,0.4%,7%
O=C(NC(=S)N1CCc2ccccc21)c1ccc(Br)o1,0%,1%,1%,-15,u,8%,2%,-2%,0%,0.0%,-1%
COc1ccc2ccccc2c1CN1CCN(C(=O)c2ccccc2)CC1,18µM*,-11%,-1%,2,u,7%,-3%,-1%,2%,-0.5%,5%
O=C(C[C@H]1C(=O)N(CCc2ccccc2)C[C@@H]1Cc1ccccc1)Nc1ccccc1,-21%,-6%,-10%,11,-10%,6%,2%,-5%,-7%,0.1%,5%
Cn1c(C(=O)OC(C(=O)NC2CCCCC2)c2ccccn2)cc2sccc21 (stereo unspecified),u,0%,-2%,-6,-1%,20%,-6%,-4%,-6%,0.0%,-2%
COc1ccccc1C(=O)Oc1ccc2c(c1)O/C(=C\c1ccncc1)C2=O,3%,u,2%,-14,u,2%,u,0%,-8%[46.1 µM],-0.2%,4%
O=C(CCCc1nc2ccccc2s1)NC1CCOC1=O (stereo unspecified),20%,4%,2%,5,0%,-5%,1%,-3%,x,-0.2%,15%
O=C(NC1CC1)c1cc(=O)c2ccccc2o1,0%,2%,3%,5,-2%,4%,0%,0%,3%,-0.8%,5%
CCCNC(=O)CN(c1ccccc1)S(=O)(=O)c1ccc(OC)c(OC)c1,-2%,-3%,-1%,9,0%,1%,-3%,3%,0%[46.1 µM],u,-2%
CCn1c(=O)cc(SCC(=O)N(C)Cc2ccccc2)c2ccccc21,u,1%,-7%,1,u,6%,-2%,-9%,4%,-0.3%,18%
CCCCCCCCCCSc1n[nH]c(NC(C)=O)n1,3%,-6%,4%,-1,-13%,-1%,-1%,3%,11%,0.1%,12%
COc1cc([N+](=O)[O-])cc(/C=N/NC(=O)C(O)(c2ccccc2)c2ccccc2)c1O,-18%,-2%,1%,-2,-1%,-2%,-4%,2%,-4%,0.1%,5%
CCCn1c(SCC(=O)Nc2nc(C)c(C(=O)OC)s2)nnc1C(C)C,-12%,2%,-2%,-10,u,1%,-5%,-7%,1%,0.2%,-3%
O=c1[nH]cc(S(=O)(=O)Nc2ccc3c(c2)OCO3)c(=O)[nH]1,15%,1%,-1%,6,u,1%,-3%,8%,-2%,0.2%,21%
Cc1cc(C(=O)NCc2ccccc2Cl)n(-c2ccccc2)n1,8%,1%,1%,-1,-6%,-1%,-2%,-3%,-3%,0.3%,3%
CCOc1ccccc1Oc1c(C)oc2cc(OC(=O)c3ccco3)ccc2c1=O,-2%,1%,-8%,2,-1%,1%,-9%,0%,-8%,0.3%,4%
COc1ccc(CNC(=O)[C@]2(C)CCC[C@@]3(C)C4CC[C@@]5(C)C[C@]4(CCC32)CC5=O)cc1 (stereo partly specified),u,-3%,-1%,-22,-4%,-49%[inhibitor],-1%,-5%,-2%,-1.0%,-7%
Cc1cc(Cl)ccc1NC(=S)NCCCN1CCCC1=O,10%,u,1%,-6,-1%,-7%,1%,-2%,-11%[46.1 µM],-0.5%,6%
COc1ccc(C)cc1S(=O)(=O)NCC(c1ccco1)N1CCc2ccccc2C1 (stereo unspecified),1%,0%,-13%,25,u,u,1%,-7%,8%,-0.1%,0%
C1=C(CCNCC2CC2)CCCC1,-1%,4%,x,-6,-3%,-1%,-1%,-2%,-1%,0.0%,4%
CC(C)c1ccc(S(=O)(=O)NCc2ccc3c(c2)OCO3)cc1,6%,-1%,1%,-6,0%,9%,0%,1%,3%,0.0%,-1%
COC(=O)C1=C(C)NC(C)=C(C(=O)OCC2CCCO2)C1c1ccc(Cl)c([N+](=O)[O-])c1 (stereo unspecified),10µM*,-17%,x,66,u,-2%,x,2%,x,-0.2%,-20%
Cc1n[nH]c(C)c1S(=O)(=O)N1CCC(C(=O)O)CC1,-11%,3%,-2%,8,1%,-4%,-5%,0%,-1%,0.3%,5%
O=C(Nc1ncccc1O)c1ccc2c(c1)OCCO2,u,2%,-8%,7,u,-1%,-3%,-6%,-6%,-0.9%,-20%
COc1cccc(CC(=O)Nc2nc(-c3ccc(F)c(F)c3)cs2)c1,-21%,0%,-8%,-23,u,-3%,0%,-14%,-9%,-0.3%,2%
CCCn1c(=O)c(C(=O)NCc2ccncc2)c(O)c2ccccc21,2%,1%,-2%,-7,5%,6%,0%,-1%,-2%,0.0%,15%

# 5 entries drawn at random from the list so far:
SMILES,ELG1 DNA repair,USP2a block,uPA generation,TSHR antag,Chronic BCR inh,Mito fusion act,PTAP TSG101 blk,Tb PFK block,TCR act,B2AR arrestin,Eya2 phos inh
CCN(CC)C(=O)C1CCCN(C(=S)Nc2cccc3ccccc23)C1 (stereo unspecified),-10%,0%,-1%,3,u,-7%,-2%,-1%,-5%[46.1 µM],-0.6%,-5%
Cc1cc(Cl)ccc1NC(=S)NCCCN1CCCC1=O,10%,u,1%,-6,-1%,-7%,1%,-2%,-11%[46.1 µM],-0.5%,6%
O=C(NC(=S)N1CCc2ccccc21)c1ccc(Br)o1,0%,1%,1%,-15,u,8%,2%,-2%,0%,0.0%,-1%
O=C(C[C@H]1C(=O)N(CCc2ccccc2)C[C@@H]1Cc1ccccc1)Nc1ccccc1,-21%,-6%,-10%,11,-10%,6%,2%,-5%,-7%,0.1%,5%
Cc1ccnc2nc(C(=O)OCC(=O)Nc3ccc4c(c3)OC(F)(F)O4)nn12,9%,1%,1%,4,-1%,1%,-17%,-5%,4%,-0.4%,3%

# Bioassay records: PubChem, National Center for Advancing Translational Sciences (NCATS)
